# Screening results: PubChem BioAssay, several laboratories
# KCNK3 inh – human KCNK3 channel inhibition, primary screen. O14649. CHO-KCNK3 thallium flux, FluxOR fluorescence; stronger effect = lower value. B-score at 10 µM. actives 0.84% (n = 340,000);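 active = B-score under library mean minus 4 SD, starting fluorescence ratio at most library mean plus 5 SD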;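 also: more negative B-score means stronger inhibition of thallium flux through KCNK3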
# hERG protect – shields human hERG channel from block by proarrhythmic agents; CHO-hERG, FluxOR thallium flux, dofetilide IC70 present; Q12809; activation (rescue from dofetilide block), less the hit threshold, % at 10 µM; actives 0.51% (n = 310,000);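 active = activation above the mean of controls blocked by dofetilide plus 5 SD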;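 also: thallium influx through hERG after potassium depolarization seen as dye fluorescence rise; in these data hits start at about 4.7%; inactives centre near -7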
# Target sequence (Q12809 whole entry, looked up): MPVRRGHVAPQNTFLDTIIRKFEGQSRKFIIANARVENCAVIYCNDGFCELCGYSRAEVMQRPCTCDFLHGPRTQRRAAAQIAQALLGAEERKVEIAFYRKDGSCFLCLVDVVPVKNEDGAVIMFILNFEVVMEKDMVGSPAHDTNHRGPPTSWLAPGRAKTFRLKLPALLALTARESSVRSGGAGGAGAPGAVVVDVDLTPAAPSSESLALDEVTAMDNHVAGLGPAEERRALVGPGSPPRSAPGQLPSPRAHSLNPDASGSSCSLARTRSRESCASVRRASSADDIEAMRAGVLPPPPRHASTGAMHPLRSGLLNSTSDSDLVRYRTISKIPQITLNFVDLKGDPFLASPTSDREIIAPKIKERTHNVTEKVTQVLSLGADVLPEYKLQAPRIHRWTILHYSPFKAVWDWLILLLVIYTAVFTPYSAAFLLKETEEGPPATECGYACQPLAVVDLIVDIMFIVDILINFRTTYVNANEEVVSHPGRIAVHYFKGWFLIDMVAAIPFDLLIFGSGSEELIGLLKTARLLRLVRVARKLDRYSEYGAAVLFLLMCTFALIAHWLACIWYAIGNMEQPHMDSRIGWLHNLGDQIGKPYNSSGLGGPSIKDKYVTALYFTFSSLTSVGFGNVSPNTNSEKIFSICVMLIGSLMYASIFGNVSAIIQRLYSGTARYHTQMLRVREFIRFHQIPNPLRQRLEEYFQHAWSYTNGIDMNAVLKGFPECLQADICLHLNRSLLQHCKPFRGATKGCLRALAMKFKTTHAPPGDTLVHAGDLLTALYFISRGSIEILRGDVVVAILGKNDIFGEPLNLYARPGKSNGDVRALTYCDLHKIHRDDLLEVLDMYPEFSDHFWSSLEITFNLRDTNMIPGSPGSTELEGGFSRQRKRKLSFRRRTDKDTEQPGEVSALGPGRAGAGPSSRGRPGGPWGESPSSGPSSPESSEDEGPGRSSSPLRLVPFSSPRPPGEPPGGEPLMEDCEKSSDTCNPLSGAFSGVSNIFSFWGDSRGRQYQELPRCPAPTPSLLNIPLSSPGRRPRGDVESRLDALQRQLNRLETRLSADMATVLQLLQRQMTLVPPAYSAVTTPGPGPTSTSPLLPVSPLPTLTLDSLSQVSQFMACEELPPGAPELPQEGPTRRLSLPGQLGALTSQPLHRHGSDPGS
# Dyrk1A ADPGlo – Dyrk1A (rat) kinase inhibition; inhibition, % at 12.5 µM; AID 504441; ADP-Glo luminescence, NFATc1 peptide; Q63470; actives 0.43% (n = 310,000); in the data active = inhibition above about 50%;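 also: plate controls were vehicle with enzyme for no effect and no enzyme for full effect; many of its hits are not listed in these tables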
# PolyA inhibitor – yeast polyadenylation inhibition; AID 1875; calls only at 12 µM; S. cerevisiae SKY197-pL101 polyadenylation reporter, beta-gal luminescence; efflux-impaired pdr1/pdr3 knockout yeast; score 100 = 6 SD above DMSO; actives 0.02% (n = 300,000);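 active = lowest replicate activity score at least 50, where 100 means six control SD above control mean; inconclusive = lowest score under 50 but half or more replicates reach 50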;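 also: yeast exposed to compound for 9 h at 30 °C; higher score means more reporter readthrough which indicates perturbed polyadenylation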
# Platelet DG rel – platelet dense granule release activity; actives 0.22% (n = 300,000); human platelet-rich plasma, SFLLRN dense granule ATP release, luminescence; inhibition, %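 (compounds screened at 7.5 µM in platelet-rich plasma)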;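 active = mean replicate score, as percent of positive control, at or above 50; inconclusive = mean below 50 but at least one replicate at or above 50; inactive = mean and every replicate below 50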
# KCNK9 block – blocks the human KCNK9 two-pore domain potassium channel; Q9NPC2; B-score at 10 µM; HEK293 KCNK9, FluxOR thallium flux fluorescence; stronger effect = lower value; actives 1.2% (n = 310,000);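 active = ratio B-score over 3 SD below the library mean, with starting fluorescence within 5 SD of its mean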;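 also: negative B-score means less thallium flux so channel inhibition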
# KCNQ1 pot – human KCNQ1 channel potentiation or activation | P51787 | CHO-K1 KCNQ1, thallium flux FluxOR fluorescence; stronger effect = higher value | B-score at 10 µM | actives 0.35% (n = 310,000);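 active = fluorescence ratio B-score, a plate-corrected score, at least three library SD, with initial intensity B-score within 5 SD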
#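 Material: CHO-K1 cells stably expressing KCNQ1. Medium: assay buffer for compound exposure, DMSO matched across wells. Reagent: K+/Tl+ depolarizing stimulus. Compound dosing: single-concentration screen. Times: 37 °C overnight plating, 90-min dark dye load, 20-min compound pretreatment. Technique: FluxOR Tl+ flux fluorescence.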
# KCNQ1 inh – human KCNQ1 channel inhibition; P51787; actives 1.3% (n = 310,000); B-score at 10 µM; CHO-K1 KCNQ1, FluxOR thallium flux fluorescence; stronger effect = higher value;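 active = compounds whose thallium flux B-score, printed positive for inhibition, exceeds three library SD while starting fluorescence stays within three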;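 also: channel opened by potassium depolarization with thallium stimulus after 20 min compound exposure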
# TRPC4 PAM – allosterically enhances the mouse TRPC4 cation channel; B-score at 10 µM; Q9QUQ5; HEK293 TRPC4beta/mu-opioid, DAMGO EC20, Fluo-4 Ca2+ flux; stronger effect = higher value; actives 0.42% (n = 310,000);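 active = B-score of calcium response area above 5 SD of library B-scores, with initial fluorescence ratio within 5 SD of library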;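 also: B-score of integrated fluorescence ratio over time as area under calcium response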
# TRPC4 block – TRPC4 (mouse) channel inhibition; Q9QUQ5; HEK293 TRPC4beta/mu-opioid, DAMGO-evoked Fluo4 calcium flux; stronger effect = lower value; B-score at 10 µM; actives 0.39% (n = 300,000);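 active = B-score over 3 SD under the library average, no early fluorescence shift, positive overall ratio signal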
#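 System: stable TRPC4beta/mu-opioid receptor HEK293 cells; Dosing: single-point compound dosing; Measured by: Fluo4 Ca2+ flux fluorescence; Read-out basis: per-well B score of integrated baseline-normalized Fluo4 ratio.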
# TRPC4 agonist – TRPC4 (mouse) channel activation; HEK293 TRPC4beta/mu-opioid, Fluo4 calcium fluorescence; stronger effect = higher value; B-score at 10 µM; actives 0.49% (n = 310,000);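 active = B-score above 5 SD of library B-scores, and initial fluorescence ratio not above library mean plus 5 SD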;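 also: positive B-score marks a calcium rise read as TRPC4 activation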
#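 Assay system – TRPC4beta and mu-opioid receptor HEK293 stable cells · Measured by – Fluo4 fluorescence, kinetic · Schedule – dye loading 45 min room temperature, 110 s kinetic read · Read-out – B-scored integrated calcium fluorescence ratio · Controls – buffer and maximal DAMGO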
# * marks the source's active call; other numbers are inactive results; i = inactive; ? = inconclusive; nt = no result given.
SMILES,KCNK3 inh,hERG protect,Dyrk1A ADPGlo,PolyA inhibitor,Platelet DG rel,KCNK9 block,KCNQ1 pot,KCNQ1 inh,TRPC4 PAM,TRPC4 block,TRPC4 agonist
CCOC(=O)N1CCC(NC(=O)CNS(=O)(=O)c2ccc(Br)s2)CC1,i,-12,0,i,5,i,i,i,i,i,i
CCOc1ccc(NC(=O)C2CCCN(S(=O)(=O)c3c(C)n[nH]c3C)C2)cc1 (stereo not given),i,-9,-7,nt,-4,i,i,i,i,i,i
O=C(NC(=S)NCc1cccnc1)c1cccc2ccccc12,i,-13,1,i,-5,i,i,i,i,i,i
O=C(CSc1nc2ncccc2[nH]1)NCCc1ccccc1,i,-9,7,i,0,i,i,i,i,i,i
COc1ccc(NC(=O)Cn2c(C)cc(=O)c3ccccc32)cc1,i,-3,-4,i,-10,i,i,i,i,i,i
Cc1ccc2c(c1)NC(=O)C(CC(=O)NCCCN1CCc3ccccc3C1)O2 (stereo not given),i,-6,20,i,2,i,i,i,i,i,i
Brc1ccc(Oc2nsnc2N2CCOCC2)cc1,i,-7,3,i,1,i,i,i,i,i,i
O=C(NC(=S)Nc1ccccc1)c1cccs1,i,10*,1,i,-20,i,11*,i,i,i,i
CCOc1ccc(Nc2nc(CC(=O)OC)cc(=O)[nH]2)cc1,i,-14,3,i,4,i,i,i,i,i,i
COc1ccc(-c2nnc(SCC(N)=O)n2N)cc1,i,-5,nt,i,-3,i,i,i,i,i,i
COc1ccc(-c2nc(NC(=O)c3ccc(OCC(=O)Nc4ccc(F)cc4)c(OC)c3)sc2C)cc1,i,-9,-2,i,15,i,i,i,i,i,i
COc1ccc(CNC(=O)[C@H](Cc2ccccc2)NC(=O)C2CCNCC2)cc1,i,-5,0,i,10,i,i,i,i,i,i
CC1CCCC(C)N1/N=C/c1ccc(N(C)C)cc1 (stereo not given),i,-10,3,i,2,i,i,i,i,i,i
COc1ccc(-c2nc3c(c(SCC(=O)N4CCOCC4)n2)COC(C)(C)C3)cc1,i,-14,-17,i,-1,i,i,i,i,i,i
NS(=O)(=O)c1cccc(NC(=O)c2cccc(Oc3ccccc3)c2)c1,i,-14,2,i,-3,i,i,i,i,i,i
CN(C(=O)Nc1ccc(Cl)cc1Cl)[C@H]1c2cc(Br)ccc2OC[C@H]1CO,-8.9*,-10,-1,i,2,i,i,i,i,i,i
Cc1cc(N2C(=O)C(O)=C(C(=O)c3cc4ccccc4o3)C2c2ccc(Cl)cc2)no1 (stereo not given),i,-10,-6,i,1,i,i,i,i,i,i
COc1ccc(NS(=O)(=O)c2cccc(C(=O)N3CCCC(C)C3)c2)cc1 (stereo not given),i,-10,-6,i,-7,i,i,i,i,i,i
CCn1c(N2CCN(S(=O)(=O)c3ccc(F)cc3)CC2)nc2ccccc21,i,-6,3,i,-36,i,i,i,i,i,i
COC(=O)C1=C(C)NC(=O)/C1=C\c1cc(C)n(-c2ccccc2F)c1C,i,-7,-2,i,4,i,i,i,i,i,i
Cc1ccc(C)c(C(=O)CC2(O)C(=O)Nc3ccccc32)c1 (stereo not given),i,-4,-2,i,-1,i,i,i,i,i,i
O=C(NCCS(=O)(=O)NCc1ccc(Cl)cc1)c1ccccc1,i,-4,6,i,0,i,i,i,i,i,i
CS(=O)(=O)N(CC(=O)N1CCCC1)c1ccc(OCc2ccccc2)cc1,i,-3,-4,i,-4,i,i,i,i,i,i
Cc1oc2ccc(OCc3ccccc3Cl)cc2c1C(=O)O,i,0,3,i,8,i,i,i,i,i,i
O=C(NCCC1=CCCCC1)c1ccc(CN2CCOCC2)cc1,i,-7,4,i,8,i,i,i,i,i,i
O=C(CN(C(=O)c1csnn1)c1ccc(F)c(Cl)c1)NC1CCCCC1,i,0,-8,i,6,i,i,i,i,i,i
Cc1ccn(CCC(=O)NC2CC(C)(C)Cc3c2cnn3-c2ccccc2C)n1 (stereo not given),i,-11,4,i,0,i,i,i,i,i,i
C=C(C)CC1(NC(C)c2ccccc2)CCCCC1 (stereo not given),i,-12,4,i,?,i,i,i,i,i,i
Cc1csc(=O)n1CCC(=O)OCC(=O)Nc1ncc(Cl)cc1Cl,i,-11,4,i,-12,i,i,i,i,i,i
Cc1ccc(S(=O)(=O)N2CCN(CC(O)c3ccccc3)CC2)cc1 (stereo not given),i,-4,-2,i,0,i,i,i,i,i,i
O=C(CN1C(=O)c2ccccc2C1=O)Nc1ccccc1C(=O)NC1CCCCC1,i,-9,20,i,3,i,i,i,i,i,i
Cc1ccc2c(c1)N(C(=O)CCC(=O)N1CCN(c3cccc(C)c3C)CC1)CCO2,i,-14,3,i,2,i,i,i,i,i,i
C[n+]1c(/C=C/c2ccc3c(c2)OCO3)ccc2ccccc21,i,-13,0,i,3,i,i,i,i,i,i
CN(C)c1ccc(C(=S)N2CCCC2)cc1Br,i,-4,0,i,-1,i,i,i,i,i,i
O=C1/C(=C2/NCCN2C2CC(=O)N(c3ccccc3)C2=O)CC/C1=C\c1ccccc1 (stereo not given),i,-4,1,i,2,i,i,i,i,i,i
COc1ccccc1NC(=O)NCC1(N(C)C)CCCCC1,i,-11,2,i,0,i,i,i,i,i,i
O=C(CN1CCOCC1)N1CCCc2ccccc21,i,-13,0,i,-10,i,i,i,i,i,i
CC(Cl)C(=O)Nc1c2c(nn1-c1ccccc1)CSC2 (stereo not given),i,-6,-2,i,7,i,i,i,i,i,i
CC(=O)Nc1ccc(NC(=O)CSCc2ccccc2Cl)cc1,i,-8,1,nt,-1,i,i,i,i,i,i
Cc1cccc(OCCCC(=O)Nc2ccc(S(=O)(=O)Nc3nccs3)cc2)c1C,i,-13,17,i,-11,i,i,i,i,i,i
CCC(C)(C)NC(=O)c1ccc(S(=O)(=O)N2CCCCCC2)cc1,i,-6,11,i,-1,i,i,i,i,i,i
Cc1ccc2c(c1)C1C=CCC1C(C(=O)O)N2 (stereo not given),nt,-2,nt,i,14,i,i,i,i,i,i
COc1cccc(NC(=O)CN(C)C(=O)c2c(C)nn(Cc3ccc(C)cc3)c2Cl)c1,i,-14,-7,i,3,i,i,i,i,i,i
Cn1nc(-c2ccc(Cl)cc2)c2cc(C(=O)NCCCN3CCCC3)sc21,i,-16,10,i,-3,i,i,i,i,i,i
Cc1[nH]c2ccccc2c1SCc1n[nH]c(=S)n1C,i,-5,23,i,13,i,i,i,i,i,i
Cc1ccc(S(=O)(=O)c2cn(C)c3cc(N4CCN(C)CC4)c(F)cc3c2=O)cc1,i,-8,-4,i,-4,i,i,i,i,i,i
Cc1ccc(-c2nnn(CC(=O)N3CCCc4ccccc43)n2)cc1,i,-4,14,i,-2,i,i,i,i,i,i
O=C(CC1S/C(=N/N=C/c2ccco2)NC1=O)Nc1ccccc1 (stereo not given),i,-9,-2,i,-9,i,i,i,i,i,i
Nc1nc2n(n1)C(c1ccco1)CC(c1ccc(Cl)c(Cl)c1)N2 (stereo not given),i,-7,14,i,0,i,i,i,i,i,i
Nc1ccccc1N=Cc1ccc(-c2cccc(Cl)c2)o1,i,-6,2,i,-2,i,i,i,i,i,i
Cc1ccc(S(=O)(=O)/N=C(/NC(=S)Nc2ccccc2)c2ccccc2)cc1,i,-3,-6,i,4,i,i,i,i,i,i
O=C(Cc1ccc(Cl)cc1)Nc1ccccc1N1CCOCC1,i,-9,-7,i,3,i,i,i,i,i,i
Clc1ccccc1Cn1nnc2c(NCCN3CCOCC3)ncnc21,i,-10,8,i,-2,i,i,i,i,i,i
CCC1(C)Cc2c(sc3[nH]c(=S)[nH]c(=S)c23)CO1 (stereo not given),i,-8,9,i,1,i,i,i,i,i,i
COc1ccc(NS(=O)(=O)c2ccc(NS(=O)(=O)c3cccs3)cc2)c(OC)c1,i,-8,-5,i,21,i,i,i,i,i,i
CCNc1nc2c(c(=O)[nH]c(=O)n2C)n1Cc1ccc(F)cc1,i,-9,5,i,-24,i,i,i,i,i,i
Fc1ccc(COc2ccc(C(=S)N3CCCC3)cc2)cc1,i,-10,7,i,6,i,i,i,i,i,i
CCOC(=O)C1=C(C)NC(=O)NC1c1ccc(OC(=O)c2ccco2)cc1 (stereo not given),i,-4,2,i,38,i,i,i,i,i,i
O=C(Nc1cccc(F)c1)Nc1ccnn1C1CCN(C(=O)CCN2CCCO2)CC1,i,-7,-1,i,3,i,i,i,i,i,i
Cc1ccc(OCc2ccc(Br)cc2)c([N+](=O)[O-])n1,nt,-8,nt,i,1,i,i,i,i,i,i
# Next results.
SMILES,KCNK3 inh,hERG protect,Dyrk1A ADPGlo,PolyA inhibitor,Platelet DG rel,KCNK9 block,KCNQ1 pot,KCNQ1 inh,TRPC4 PAM,TRPC4 block,TRPC4 agonist
CCOC(=O)c1cccc(NC(=O)CSc2nnc(C3CCCCC3)n2C)c1,i,-7,2,i,3,i,i,i,i,i,i
Cc1ccc(NC2CCCN(C(=O)CCN3CCOCC3)C2)cc1C (stereo not given),i,-10,-4,i,-1,i,i,i,i,i,i
CCc1ccc(N2CC(C(=O)OCC(=O)NC3CCS(=O)(=O)C3)CC2=O)cc1 (stereo not given),i,-2,5,i,0,i,i,i,i,i,i
CCN(CC(=O)NCCc1ccc(S(N)(=O)=O)cc1)Cc1ccccc1,i,-5,6,i,7,i,i,i,i,i,i
COc1ccc(NC(=O)N2CCCC(C(=O)NCc3ccccc3F)C2)cc1 (stereo not given),i,-2,3,i,9,i,i,i,i,i,i
O=C(Nc1ccc(N2CCOCC2)cc1)C1CC(=O)N(c2ccc(Cl)cc2)C1 (stereo not given),i,-3,-9,i,-2,i,i,i,i,i,i
CC(=O)c1ccc(OCC(O)CN2CCC(C)CC2)cc1 (stereo not given),i,-2,2,i,-25,i,i,i,i,i,i

# KCNK3 inh: entries above that show a hit.
canonical_smiles | KCNK3 inh | Dyrk1A ADPGlo | PolyA inhibitor | Platelet DG rel | KCNK9 block | KCNQ1 pot | KCNQ1 inh | TRPC4 PAM | TRPC4 agonist
CN(C(=O)Nc1ccc(Cl)cc1Cl)[C@H]1c2cc(Br)ccc2OC[C@H]1CO | -8.9* | -1 | i | 2 | i | i | i | i | i

# Not all compounds are listed; the hit share may differ from the screen's.
